# From PubChem
# PriA SSB inh = inhibitors of Klebsiella pneumoniae PriA binding to SSB C-terminal tail, primary screen, biochemical, AlphaScreen | PriA–SSB C-terminal tail interaction (Klebsiella pneumoniae) | AlphaScreen SSBct-PriA binding, biotinylated peptide | inhibition, % at 33 µM | actives 0.6% (n = 430,000); in the data active means inhibition mostly above about 37%, no sharp cut-off; inactive means mostly below about 20%;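 further: plate controls were negative control peptide for no effect and reference peptide for full effect; strong numbers were not always called active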
# * marks the source's active call; other numbers are inactive results; & = joins results of further samples; ! = not active in a repeat.
smiles	PriA SSB inh
COc1ccccc1OCC#CCNC(=O)C(C)Oc1ccccc1 (configuration not stated)	-18.0
O=C(NN=Cc1ccccc1)c1ccccc1-n1cccc1	7.7
O=C(c1cc2ccccc2[nH]1)N1CCCC(Cc2nc(-c3ccsc3)no2)C1 (configuration not stated)	-14.0
O=S(=O)(NCC(c1ccsc1)N1CCCCCC1)c1ccccc1 (configuration not stated)	-21.0
O=C(CN1C(=O)c2ccccc2C1=O)Nc1nc2ccc(Cl)cc2s1	13.0
COCC(=O)Nc1nc(-c2ccc(C)cc2)cs1	-25.0
CC1(C)Cc2cccc(OCC(=O)N3CCc4nc(NC(=O)c5ccsc5)sc4C3)c2O1	3.0
C=CCN1C(=O)C(Cc2ccc(OC)cc2)SC1=NN=Cc1cccs1 (configuration not stated)	-6.3
CCOc1ccc(-c2ccc(=O)n(CCNS(=O)(=O)c3ccccc3C(F)(F)F)n2)cc1	-15.0&-10.0
COc1ccc(NC(=O)Nc2ccc(Nc3cc(-n4cccn4)ncn3)cc2)cc1Cl	-9.0
O=[N+]([O-])c1ccc(C(Nc2cccc(C(F)(F)F)c2)c2ccc3cccnc3c2O)cc1 (configuration not stated)	3.0
COc1cccc(CNC(=O)c2csc(Nc3ccc(S(C)(=O)=O)cc3)n2)c1	-9.0
Cc1ccc(C)c(S(=O)(=O)N2CCN(Cc3ccc4c(c3)OCO4)CC2)c1	12.0
O=S(=O)(N=C(Nc1ccccc1)C(F)(F)F)c1ccccc1	-0.2
CCOC(=O)c1ccc(NC(=O)CSc2nncc(=O)n2N)cc1	-6.0
O=C(NCCn1ccc(-c2ccsc2)n1)Nc1ccc2c(c1)OCO2	-8.0
Cn1ccc(-c2nnc(NC(=O)C3CC3)o2)n1	-11.0
NS(=O)(=O)c1ccc(NC(=O)C2COc3ccccc3C2)cc1 (configuration not stated)	7.0
COc1ccc2nc(-c3cccc(NS(=O)(=O)c4cc(C)c(C)cc4OC)c3)cn2n1	1.0
O=C(CCCCCNC(=O)c1ccccc1)N/N=C\c1ccc(F)cc1	-24.0
CNC(=O)Cn1c(CO)c[nH]c1=S	-7.0
CCNc1nc(NCC)nc(NNC(=S)Nc2ccc(C)cc2)n1	11.0
Cc1cc(=O)[nH]c(-n2nc(-c3cccs3)cc2NC(=O)c2ccccc2Cl)n1	-15.0
CC(=O)Nc1ccc(OS(=O)(=O)c2cccc3c2C(=O)C2C=CC=CC2C3=O)cc1 (configuration not stated)	2.0
C=CCOc1ccc(C=NNC(=O)C(C)Sc2ccccn2)cc1OCC (configuration not stated)	-9.9
CCCCNS(=O)(=O)c1ccc2nc(NC(=O)c3cccnc3)sc2c1	-20.0
O=C(Nc1ccc(CC(=O)N2CCC(O)CC2)cc1)[C@@H]1CC=CCC1	-11.0
CC(=O)C(=NNc1ccccc1Cl)Sc1nnc(-c2ccccc2)n1-c1ccccc1	0.4
C/C=C/c1ccc(OCCCn2c(C(O)CC)nc3ccccc32)c(OC)c1 (configuration not stated)	7.0
COCCN(Cc1ccoc1)C(=O)c1c(F)cccc1F	12.0
COc1ccc(C)c2sc(N(CCCn3ccnc3)C(=O)Cc3ccccc3)nc12	33.0*
Cc1ccc(S(=O)(=O)N=C(Nc2cccc(O)c2)c2ccccc2)cc1	3.6
O=C(NN=Cc1cnc2ccccc2n1)c1cccc(F)c1	0.1
CC(C)(Cc1ccc(O)cc1)NC(=O)CC(=O)NN=Cc1ccc(Cl)cc1	-9.2
Cc1sc(NC(=O)CCOc2ccccc2)c(C(N)=O)c1C	-18.0
COc1ccc(SCC(=O)N2CCN(c3nc4c(F)cccc4s3)CC2)cc1	2.0
Cc1noc(-c2sccc2NC(=O)C2(c3cccs3)CCCC2)n1	-15.0
Cc1nc2ccc(NC(=O)COc3cccc(C(F)(F)F)c3)cc2c(=O)n1-c1ccc(F)cc1	7.0
NCC(O)Cn1c2ccccc2c2ccccc21 (configuration not stated)	-5.0
Cc1ccc(NC(=O)C(=O)NCC2CCN(C(=O)Oc3ccccc3)CC2)cc1C	-1.0
Cc1sc(NC(=O)c2ccco2)c([C@@H](c2ccc(C(F)(F)F)cc2)N2CCN(C)CC2)c1C	8.0
CCOc1ccc(C(=O)CNC2=NCCC2)cc1	1.0
COc1cc(C(=O)NN=Cc2cc([N+](=O)[O-])cs2)cc(OC)c1OC	-16.6
O=S(=O)(/C=C/c1ccccc1)N1CCC(Cn2ccnc2-c2ccccc2)CC1	-10.0
O=C(/C=C1\SC(=O)NC1=O)Nc1ncc(Cc2ccccc2Cl)s1	3.0
CC(C)(C)C1CCc2c(sc3nc(-c4ccccc4)c(-c4ccccc4)n23)C1 (configuration not stated)	12.0
O=C(NN=Cc1c(O)n(-c2ccccc2Cl)c(=O)c2ccccc12)c1cccnc1	-11.4
COc1ccc(Br)c(C(=O)NC[C@H](O)c2ccc3c(c2)CCO3)c1	-11.0
CN(CC#CCNS(=O)(=O)Cc1cccc(F)c1)Cc1ccccc1	-7.0
O=C(Cn1c(=O)oc2ccccc21)NCc1ccnc(-c2cccs2)c1	-15.0

# Sorted by length of the SMILES (lowest first): some entries from above
smiles	PriA SSB inh
CCOc1ccc(C(=O)CNC2=NCCC2)cc1	1.0
CN(CC#CCNS(=O)(=O)Cc1cccc(F)c1)Cc1ccccc1	-7.0
O=C(Cn1c(=O)oc2ccccc21)NCc1ccnc(-c2cccs2)c1	-15.0
COc1cc(C(=O)NN=Cc2cc([N+](=O)[O-])cs2)cc(OC)c1OC	-16.6

# Continued:
smiles	PriA SSB inh
COc1ccc(OC)c(NC(=O)CSc2nnc(NC(=O)c3cccc(C(F)(F)F)c3)s2)c1	-9.0
CCCc1c(C(=O)NN=Cc2c(OC)ccc3ccccc23)nnn1-c1nonc1N	-1.6
C(=Nn1cnnc1)c1cn(Cc2ccccc2)c2ccccc12	-6.2
Cn1nc2n(Cc3ccccc3)c(=O)c3ccc(C(=O)NC4CCCCC4)cc3n2c1=O	1.0
O=C(O)c1cccc(NN=Cc2ccc(OC(F)(F)F)cc2)c1	5.3
COC(=O)Nc1cccc(NC(=O)NCCCn2ccnc2)c1	29.4
CCCCOc1ccc(C(=O)NCc2nccc(N(C)C)n2)cc1	-10.0
COc1ccc(S(=O)(=O)N2CCC(C(=O)Nc3cc(C)no3)CC2)cc1	-1.0
COc1ccc(C=NNC(=O)CCc2c(C)n[nH]c2C)c(OC)c1OC	2.3
COc1cc(C(=O)N2CCN(Cc3nc(-c4ccco4)cs3)CC2)cc(OC)c1OC	15.0
Cc1ccccc1OCC(=O)NCC(c1ccc2c(c1)CCCN2C)N1CCOCC1 (configuration not stated)	-7.0
Cc1cc2ncc3c(n2n1)CCN(C(=O)c1nc2ccccc2s1)C3	-9.0
Cc1noc(CCNC(=O)CN)n1	-21.0
CCOC(=O)c1ccccc1NC(=O)Cn1nc2c(Oc3cccc(OC)c3)nccn2c1=O	0.0
COc1cc(C(=O)Nc2ccc(-c3nc4ccc(C)cc4s3)cc2)on1	-30.0
Cc1ccc(-n2c(=O)c3ccccc3n(CC(=O)N3CCC(C)CC3)c2=O)cc1	-20.0
O=C(NCC1CCCN(c2nccs2)C1)c1cc2cc(F)ccc2s1 (configuration not stated)	1.0
O=C(CSc1nc2sc3c(c2c(=O)n1-c1ccccc1)CCC3)NCCc1ccccc1	8.0
O=C(c1ccc(-c2ccsc2)cc1)N1CC(n2ccnn2)C1	-11.0
O=S(=O)(NCc1cccc(Oc2ccccn2)c1)C1CC1	-16.0
COc1ccccc1N1CCN(N=Cc2ccc(O)cc2O)CC1	-2.2
O=C(NC1CCCCCC1)C1(c2cccs2)CCCC1	-15.0
COc1ccc(S(=O)(=O)Nc2ccc(C(=O)Nc3nc(-c4ccccn4)cs3)cc2)cc1	95.0*
Cc1sc2ncnc(Nc3ccc4c(c3)OCO4)c2c1C	-2.0
CCOC(=O)C(N=O)=C(O)C1CCN(C(=O)OCC)CC1	-15.7
Cc1ccc(-c2nnc(NC(=O)c3ccccc3Br)o2)c(C)c1	-12.0
Cc1noc(C)c1S(=O)(=O)N1CCC(N2CC[C@H](O)C2)CC1	-15.0
CC(C)Sc1ccc(CC(=O)Nc2nc3c(s2)C(=O)NCCC3)cc1	-10.0
Cn1ccnc1SCc1cc(=O)c(OC(=O)c2ccc(S(=O)(=O)N3CCCC3)cc2)co1	2.0
C=CCNc1nnc(C)c(=O)[nH]1	-8.0
CSc1ccccc1NC(=O)C(=O)NCc1ccccc1Cl	-10.0
CC(C)NC(=S)NN=C1CCCCC1C1CCCCC1 (configuration not stated)	-1.9
CCOc1ccc(N2CC(CNS(=O)(=O)c3ccccc3F)CC2=O)cc1 (configuration not stated)	5.0
CNS(=O)(=O)c1ccc(NC(=O)Cc2cccs2)cc1	45.0*!
CCn1cc(-c2nc(-c3cccc(Br)c3)no2)c(=O)c2cc(C)ccc21	-33.0
CN1C(=O)CSC1=NNC(=O)COc1cccc2cccnc12	-14.3
COc1ccc(C)cc1NC(=O)Cc1csc(Nc2ccc(S(C)(=O)=O)cc2)n1	8.0
O=C(c1cnn(-c2ccccc2)n1)N1CCN(C(=O)C2CC2c2cccs2)CC1 (configuration not stated)	-1.0
Cc1c(C=NNC(=O)c2sc3ccccc3c2Cl)cnn1C	2.5
O=C(NCc1cccnc1)N(c1ccccc1)c1ccccc1	37.0*
S=c1[nH]nc(-c2ccccn2)n1N=Cc1cccs1	57.6*
CCn1nc(C)cc1C(=O)N1CCN(c2ccccc2)CC1	0.0
COc1ccc(NC(=Nc2nc(C)cc(C)n2)NC(=O)C(C)C)cc1OC	-18.1
CS(=O)(=O)NCC1CCN(c2ccncc2)CC1	-23.0
Cc1ccc(-n2cc(C(=O)NCCc3ccc(Cl)cc3)nn2)cc1	-9.0
COc1ccc(-c2csc(NC(=O)c3ccc(S(=O)(=O)N(C)C4CCCCC4)cc3)n2)cc1	2.0
COc1ccc(N2CCN(C(CNS(=O)(=O)c3ccc(Cl)cc3)c3cccnc3)CC2)cc1 (configuration not stated)	42.0
COc1ccccc1NC(=O)Cn1cc(S(=O)(=O)c2ccc(C)c(C)c2)c(=O)c2cc(C)ccc21	-1.0
O=C(c1ccc(Oc2ccccc2)cc1)N1CCN(c2nc3ccccc3s2)CC1	-3.0
COc1ccc(Cl)cc1C(=O)N1CCN(Cc2nc(C3CC3)cs2)CC1	3.0

# Next entries
smiles	PriA SSB inh
COc1cccc(C=NNC(=O)CON=C(C)c2cccs2)c1OC	-5.2
CCOC(=O)c1ccccc1NC(=O)Cn1c(C)cc(C)c(C#N)c1=O	-2.0
NC(=O)CN1CCN(c2ccc(F)cc2)CC1	28.0
O=C(CSCc1ccccc1)NCCn1ccnc1C1CC1	6.0
NC(=O)C1CCN(C(=O)CCn2c(=O)[nH]c3ccccc3c2=O)CC1	-17.0
Cc1cc(N(C)C)nc(CNC(=O)c2ccc(Br)o2)n1	-3.0
Cc1csc(NC(=O)Cc2cc(=O)[nH]c(SCc3ccc(F)cc3)n2)n1	-1.0&5.0
O=C(C1CCC1)N1CCC(CSC2=NCCS2)CC1	9.0
O=S(=O)(c1ccc(F)c(Cl)c1)N1CCN(Cc2ccc3c(c2)OCO3)CC1	-7.0
CCCn1c(C(=O)N2CC[C@H](n3ccnn3)C2)cc2c(=O)n(C)c(=O)n(C)c21	-13.0
O=C(NCC1(O)CCCC1)C(=O)Nc1ccccc1	-9.0
O=P(N=P(O)(c1ccccc1)c1ccccc1)(c1ccccc1)c1ccccc1	0.0
CC(=NN1C(=O)CSC1=S)c1ccc(Br)cc1	11.9
CC(=NNC(=O)COc1ccc([N+](=O)[O-])cc1)c1ccco1	5.4
CS(=O)(=O)NCc1ccc(C(O)c2ccccc2)s1 (configuration not stated)	-21.0
Cn1cccc1C(O)CCNC(=O)C(=O)Nc1cc2c3c(c1)CC(=O)N3CCC2 (configuration not stated)	-11.0
Cc1ccc(C)c(S(=O)(=O)NCC(=O)Nc2ccc(F)c(Cl)c2)c1	-17.0
CC(=O)c1cccc(NC(=O)c2cnc3scc(C)n3c2=O)c1	3.0
COCCNC(=O)Cn1nc2c(c1NC(=O)c1c(F)cccc1Cl)CSC2	-6.0
O=C(NCCC1=CCCCC1)C(=O)NCc1cccnc1	-4.0
Cc1cccc(NC(=O)Cn2cc(S(=O)(=O)c3ccc(F)cc3)c3ccccc32)n1	-5.0
Cc1cccc(C(=O)Nc2c(C(=O)NCc3c(C)nn(C)c3C)[nH]c3ccc(C)cc23)c1	-3.0
COC(=O)Cc1cc(=O)[nH]c(N=C(N)Nc2cccc(C)c2)n1	2.7
C=CCN=c1scc(-c2ccc3c(c2)NC(=O)CO3)n1N=C(C)c1ccccn1	-4.4
CSc1ccccc1C(=O)OCc1cc(-c2ccc3c(c2)OCO3)on1	-1.0
C=CCNC(=S)NN=Cc1ccc(N(CC)Cc2ccccc2)cc1	9.5
O=C(CSc1ccc(-c2cccnc2)nn1)NCCc1ccccc1	-2.0
O=C(O)c1nc(-c2cnccn2)no1	-19.0
Cc1cc(SCC(=O)NN=Cc2ccccc2C(=O)O)c(C)cc1Br	-1.8
CSc1ccc(C=NNc2ccc(Cl)c(C(=O)O)c2)cc1	-1.7
C=CCn1c(-c2ccccc2)csc1=Nc1ccc(C(C)=O)cc1	30.0
Cc1ccc(NC(=O)C2Nc3cc(F)ccc3S(=O)(=O)N2)cc1C (configuration not stated)	-9.0
COc1cc2nc(SCC(=O)Nc3ccc(Cl)cc3)[nH]c(=O)c2cc1OC	-10.0&11.0
Cc1cc(Nc2ccccc2)nc(N2CCNCC2)n1	-3.0
Cc1nc(-c2ccc(S(=O)(=O)NCc3cncc(-c4cccs4)c3)cc2)co1	0.0

# A portion of the library; the hit share may differ from the screen's.
